# Screening results: PubChem, National Center for Advancing Translational Sciences (NCATS)
# GALK inh – blocks human galactokinase activity. Purified GALK, Kinase-Glo residual ATP luminescence. AID 1868. hit rate 0.007% among 270,000. Potency, µM (top dose mostly 57.5 µM), for the others: at the highest dose activity change, negative = inhibition, most hits filed as inhibitors. P51570; further: potency means the concentration at half of the fitted maximal effect; on the % scale 0 is the no-effect control and ±100 the full control effect
#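 Quantitative HTS: GALK 5 nM, ATP 35 uM, galactose 100 uM, 1 h room temperature, then luciferase-based ATP detection.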
# FBPA coupling cs – coupling enzyme interference in Giardia aldolase counter-screen; coupling enzyme system counterscreen, AmpLite Red fluorescence; activity change, negative = inhibition, % at 58.2 µM, hits read low; hit rate 0.67% among 290,000; AID 2472; in the data active means activity change below about -30%; further: on the % scale 0 is the no-effect control and ±100 the full control effect
#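 Counterscreen of the coupled detection system alone, without aldolase: glyceraldehyde-3-phosphate coupling enzymes plus AmpLite Red readout. Compounds at 57.5 uM final, 10 min RT preincubation, 20 min RT reaction, fluorescence 525/598 nm.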
# TSHR antagonist – blocks TSH signaling through the human TSH receptor | P16473 | TSHR-expressing cells, TSH-stimulated cAMP HTRF, 2 h; active compounds read low | activity change, negative = inhibition, % at 11.5 µM | hit rate 0.2% among 330,000;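 active means activity change below a set negative limit, meaning inhibition stronger than a set level, cut at about -70% in these data; inconclusive means activity change between two set negative limits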; further: on the % scale 0 is the no-effect control and ±100 the full control effect
# Target sequence (P16473 whole entry, looked up): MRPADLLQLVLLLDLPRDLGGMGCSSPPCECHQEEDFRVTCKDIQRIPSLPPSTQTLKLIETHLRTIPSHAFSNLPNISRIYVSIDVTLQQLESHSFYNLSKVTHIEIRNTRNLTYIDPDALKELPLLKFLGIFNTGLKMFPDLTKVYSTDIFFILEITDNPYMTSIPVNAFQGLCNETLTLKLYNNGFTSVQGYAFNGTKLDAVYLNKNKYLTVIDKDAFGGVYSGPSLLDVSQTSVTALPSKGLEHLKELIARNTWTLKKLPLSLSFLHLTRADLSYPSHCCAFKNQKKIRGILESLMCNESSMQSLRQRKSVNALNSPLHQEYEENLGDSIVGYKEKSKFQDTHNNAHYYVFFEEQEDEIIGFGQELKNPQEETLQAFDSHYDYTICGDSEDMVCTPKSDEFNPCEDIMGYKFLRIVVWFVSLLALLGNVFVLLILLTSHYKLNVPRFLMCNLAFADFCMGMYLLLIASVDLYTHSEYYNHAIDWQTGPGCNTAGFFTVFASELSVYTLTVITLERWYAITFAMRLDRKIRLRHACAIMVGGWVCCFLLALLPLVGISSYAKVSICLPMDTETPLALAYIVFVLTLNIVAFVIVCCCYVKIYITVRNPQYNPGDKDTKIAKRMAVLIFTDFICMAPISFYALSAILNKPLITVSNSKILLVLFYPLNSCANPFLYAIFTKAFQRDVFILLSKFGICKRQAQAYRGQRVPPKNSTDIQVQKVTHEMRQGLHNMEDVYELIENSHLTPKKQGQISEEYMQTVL
#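 Read-out is FRET at 665 nm (cryptate excitation 337 nm) from a cryptate-tagged anti-cAMP antibody, competed by cell cAMP against cAMP-d2. Compounds are tested on freshly harvested TSHR cells challenged with 4nM TSH (EC80) for 2 hours at 37 deg C.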
# A-T KAP1 phos – potential ataxia-telangiectasia treatments restoring KAP-1 phosphorylation. […] A-T fibroblasts, KAP-1 phosphorylation AlphaLISA; neocarzinostatin DNA damage 30 min before lysis. Potency, µM (highest dose often 57.5 µM), inactives show top-dose activation, usual class: activators. hit rate 0.19% among 320,000. AID 485349; further: potency means the concentration at half of the fitted maximal effect; % of control where 0% means no effect; nearly all actives have a fitted effect of over 45% in size
#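 ATM-like activity read as KAP-1 phosphorylation via AlphaLISA donor/acceptor antibody pairs after lysis and 6 hr at 25C. Cells were ATM-null patient fibroblasts ([…], hTERT), dosed 60 min, then exposed to the DSB inducer NCS for 30 min.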
# CXXC DNA block – inhibitors of human MLL CXXC domain-DNA interaction; hit rate 0.037% among 290,000; Potency, µM (doses to about 115 µM), without a hit: at the highest dose activity change, negative = inhibition, most hits filed as inhibitors; AID 2662; MLL-CXXC / FITC-HOXA9 DNA fluorescence polarization; Q03164; active means well fitted inhibition curve with a large enough effect in the polarisation, with a control signal flat, not every such curve was filed as active; inconclusive means small, poorly fitted or top-dose-only effect, or effect the other way, or a change in a side signal; inactive means no such curve, though single readings can be large or run the other way; the % refers to the polarisation; further: potency means the concentration at half of the fitted maximal effect
#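 Purified MLL-CXXC (added from a 7 uM solution) was preincubated 5 min at ambient with pinned compounds in 50 mM Tris-HCl pH 7.5, 50 mM NaCl, 1 mM DTT, 0.05% BSA. Fluorescein-labeled HOX-A9 DNA (50 nM solution) followed, 30 min, then polarization read.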
# Tb PFK block – T. brucei PFK enzyme inhibition | O15648 | T. brucei PFK, ADP-Glo luminescence | Potency, µM (series often up to 57.5 µM), for the others: top-dose activity, negative = inhibition, usual class: inhibitors | hit rate 0.17% among 330,000 | AID 485367;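 further: potency means the concentration at half of the fitted maximal effect; 0% = uninhibited 1x PFK enzyme wells and -100% = no-enzyme wells; nearly all actives have a fitted effect of over 60% in size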
#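 Luminescent ADP detection (ADP-Glo, two-step: ATP depletion then ADP-to-ATP conversion for luciferase) reported PFK activity after 45 min room-temperature reaction of 1.25 nM enzyme with 0.5 mM F6P and 0.1 mM ATP at pH 8.0.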
# KCNH2 WT inh – inhibitors of human wildtype KCNH2 potassium channel | Q12809 | U2OS, BacMam KCNH2, thallium flux FluxOr; active compounds read low | activity change, % at 1.84 µM | hit rate 0.37% among 340,000 | AID 720551;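 active means maximum activity change below -70%; inconclusive means maximum activity change between -70% and -50%; inactive means maximum activity change above -50%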; further: on the % scale 0 is the no-effect control and ±100 the full control effect
#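 U2OS cells transduced with wild-type KCNH2 virus are loaded with FluxOr dye for 45 min, and thallium flux is measured in kinetic reads before and after stimulation buffer. Rate constants are normalized to DMSO controls.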
# BCR signal inh – chronic active BCR signaling inhibition; ABC-DLBCL IkBa-CBG/CBR reporter, luminescence ratio, 4 h; Potency, µM (titrated, usually from 46.1 µM), for the others: top-dose ratio change, negative = lower green/red ratio, usual class: inhibitors; hit rate 0.05% among 340,000; active means well fitted inhibition curve with a large enough effect in the signal ratio, with a control signal flat, not every such curve was filed as active; inconclusive means small, poorly fitted or top-dose-only effect, or effect the other way, or a change in a side signal; the % refers to the signal ratio;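 further: potency means the concentration at half of the fitted maximal effect; plate controls were basal doxycycline-induced cells for no effect and cells given 10 µM MG132 for full effect; MG132 reads +100%, hits lower the ratio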
#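 TMD8 ABC-DLBCL cells carrying doxycycline-inducible green luciferase fused to IkappaBalpha plus unfused red luciferase were exposed to compounds (up to 46 uM) for 4 hrs at 37C. Activity came from the overlap-corrected green/red luminescence ratio.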
# Giardia killer – kills Giardia lamblia | hit rate 0.15% among 340,000 | Giardia lamblia trophozoite viability | activity change, % at 7.66 µM, hits read low; in the data active means activity change below about -80%; inconclusive means between about -30% and that limit;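 further: parasites exposed to compound for two days anaerobically before the ATP read; on the % scale 0 is the no-effect control and ±100 the full control effect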
#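 Viability, read as ATP luminescence: trophozoites at 100 cells/well, compound added, 48 hrs anaerobic at 37 deg C, then 15-30 min room-temperature development before reading.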
# TCR act – activators of T cell receptors; Potency, µM (titrated, usually from 9.22 µM), without a hit: at the highest dose activation of IL-2 secretion, usual class: activators; AID 504894; primary human leukocytes, anti-CD3, IL-2 HTRF, 48 h; 330,000 tested, under 10 active; further: % of control where 0% means no effect
#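 Human primary leukocytes + a-CD3 beads + cpd, 48 hr; IL-2 in supernatant by HTRF (ex 320nm / em 665nm). No co-stimulatory signal supplied.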
# An asterisk follows results filed as active; ? = inconclusive; . = no result given; [ ] = remark or other dose. Unless noted, the call rests on the fitted dose curve; in most records, active means well fitted curve in the direction sought with a large enough effect; inconclusive means small, poorly fitted or top-dose-only effect, or another doubt; inactive means no such curve, though single readings can be large; an effect the other way counts as inactive or inconclusive.
SMILES,GALK inh,FBPA coupling cs,TSHR antagonist,A-T KAP1 phos,CXXC DNA block,Tb PFK block,KCNH2 WT inh,BCR signal inh,Giardia killer,TCR act
COC(=O)CCCNC(=O)OCc1ccc([N+](=O)[O-])cc1,2%,1,1,-2%,-5%,-6%,-3,0%,-24,10%
COC(=O)CC1(C(=O)OC)Oc2ccc(Br)cc2C(=O)N1c1ccc(Br)cc1Cl (stereo not drawn),0%,-3,-14,5%,-3%,3%,6,-10%,-14,3%
CN(C)CCn1c(=N)n(CC(O)c2ccc(Cl)c(Cl)c2)c2ccccc21 (stereo not drawn),9%,2,10,1%,-2%,-12%,20,?,7,-2%
CCOc1ccc(N(CC(=O)N/N=C(\C)c2cccc(NC(C)=O)c2)S(=O)(=O)c2ccccc2)cc1,4%,-1,-6,-2%,8%,-3%,3,-1%,?,1%
CN(c1ccc(OCC(=O)Nc2ccccc2C(=O)O)cc1)S(=O)(=O)c1ccc(Cl)cc1,.,.,-4,25%,.,0%,-5,4%,9,0%
CC(=O)c1ccc(NC(=O)C[n+]2cccc(C)c2)cc1,0%,2,7,6%,-9%,-1%,1,1%,-1,12%
CCCn1c(Cc2ccccc2)n[nH]c1=S,-2%,1,-1,-2%,5%,-8%,13,-10%,-7,2%
COc1ccccc1NC(=O)C1C2C=CC(C2)C1C(=O)NCc1cccnc1 (stereo not drawn),1%,-1,-14,1%,-6%,-4%,0,5%,-17,-4%
COc1cccc(C(=O)NCCSc2ccc(F)cc2)c1,-1%,0,3,4%,-4%,0%,-8,-23%,-5,-2%
COc1cccc(CNC(=O)c2cc3c(C)nc4ccccc4c3o2)c1,1%,0,-25,0%,4%,1%,2,?,7,11%
Cc1ccc(C(=O)NCC(=O)NCCSc2ccc(Br)cc2)cc1,.,.,-7,-1%,.,-1%,1,0%,1,0%
N=c1ccn(Cc2ccc([N+](=O)[O-])cc2)cc1,0%,1,4,?,33%[activator],-18%,-1,5%,-1,-4%
CC(=O)NC1=NN(C(C)=O)C(C)(c2ccco2)S1 (stereo not drawn),2%,-5,-1,10%,0%,-21%,0,?,10,-10%
O=C(NCc1ccc(Cl)cc1Cl)c1ccccn1,3%,3,22,10%,5%,0%,-20,-1%,5,4%
Cc1ccc(N2C(=O)C(NC(=O)c3ccccc3F)(C(F)(F)F)C3=C2CC(C)(C)CC3=O)cc1 (stereo not drawn),1%,1,1,13%,-1%,-2%,-8,0%,17,2%[46.1 µM]
Cc1ccc(OC(C)C(=O)N(Cc2cccs2)C2CCS(=O)(=O)C2)cc1C (stereo not drawn),5%,-1,3,16%,-3%,2%,-13,?,-12,-6%
CCN(C(=O)COC(=O)c1ccc(Cl)c(N)c1)C1CCS(=O)(=O)C1 (stereo not drawn),0%,4,9,-1%,?,-4%,.,?,?,-16%
O=C(Nc1ccccc1)N1CCC(c2nc(-c3ccc(S(=O)(=O)N4CCOCC4)cc3)no2)CC1,3%,0,-6,10%,-2%,0%,-2,-13%,-12,.
C[C@@]12C(=O)N(Cc3ccc(Cl)cc3)CC(=O)N1[C@H]1c3ccccc3OC[C@@H]1[C@@H]2c1ccccc1,.,.,17,-5%,.,3%,16,?,-16,-5%
CCOC(=O)N1CCN(CC(O)COc2ccccc2C(C)C)CC1 (stereo not drawn),3%,0,6,-2%,-9%,1%,1,-1%,-11,6%
O=C(c1ccncc1)N1CCN(S(=O)(=O)c2cc(C(F)(F)F)cc(C(F)(F)F)c2)CC1,.,.,.,-8%,.,?,1,-7%,14,10%
Cc1noc(NS(=O)(=O)c2ccc(NC(=O)CSc3nnc(-c4ccccc4)n3C3CCCCC3)cc2)c1C,-4%,16,-2,0%,-28%,0%,-2,?,10,9%
O=C(CSc1nc2ccccc2c(=O)n1-c1ccc(F)cc1)NCc1ccco1,1%,-1,-2,2%,-1%,-2%,-13,20%,-12,-2%
Cc1ccc(-n2c(CNc3ccc(F)cc3)nnc2SCC(N)=O)cc1,-1%,2,1,4%,0%,-2%,4,-5%,-17,.

# Ordered by length of the SMILES (lowest first): six of the compounds above
SMILES,GALK inh,FBPA coupling cs,TSHR antagonist,A-T KAP1 phos,CXXC DNA block,Tb PFK block,KCNH2 WT inh,BCR signal inh,Giardia killer,TCR act
O=C(NCc1ccc(Cl)cc1Cl)c1ccccn1,3%,3,22,10%,5%,0%,-20,-1%,5,4%
CC(=O)NC1=NN(C(C)=O)C(C)(c2ccco2)S1 (stereo not drawn),2%,-5,-1,10%,0%,-21%,0,?,10,-10%
CCOC(=O)N1CCN(CC(O)COc2ccccc2C(C)C)CC1 (stereo not drawn),3%,0,6,-2%,-9%,1%,1,-1%,-11,6%
CCN(C(=O)COC(=O)c1ccc(Cl)c(N)c1)C1CCS(=O)(=O)C1 (stereo not drawn),0%,4,9,-1%,?,-4%,.,?,?,-16%
O=C(c1ccncc1)N1CCN(S(=O)(=O)c2cc(C(F)(F)F)cc(C(F)(F)F)c2)CC1,.,.,.,-8%,.,?,1,-7%,14,10%
Cc1noc(NS(=O)(=O)c2ccc(NC(=O)CSc3nnc(-c4ccccc4)n3C3CCCCC3)cc2)c1C,-4%,16,-2,0%,-28%,0%,-2,?,10,9%

# More structures.
SMILES,GALK inh,FBPA coupling cs,TSHR antagonist,A-T KAP1 phos,CXXC DNA block,Tb PFK block,KCNH2 WT inh,BCR signal inh,Giardia killer,TCR act
Cc1cc(=O)n(C)c(=O)n1CC(=O)N1CCCCCC1,0%,-5,56,-2%,-8%,-3%,-2,20%,-16,-8%
S=c1[nH]nc(CSCCOc2ccc(Cl)cc2Cl)o1,.,11,-5,1%,-1%,-3%,-154*,28%,?,-6%
COc1ccc(C)cc1NC(=O)CCN1CC(C)OC(C)C1 (stereo not drawn),-3%,1,5,-4%,?,2%,1,2%,-10,-4%
COC(=O)c1c(NC(=O)CSc2ncnc3c2cnn3-c2ccccc2Cl)sc2c1CCCC2,0%,-1,6,.,16%,-1%,2,5%,0,-5%[46.1 µM]
COc1ccc(C(CC(=O)Nc2ccc(C)cn2)N2Cc3ccccc3C2=O)cc1 (stereo not drawn),.,1,-2,0%,-13%,-3%,-3,?,-18,0%
COc1ccccc1C(=O)C1CCCN(C(=O)C2=CC(=O)CC(C)(C)O2)C1 (stereo not drawn),-3%,1,10,9%,3%,2%,-2,-5%,19,-3%
Cc1nc2cc(C(F)(F)F)ccc2n1CCNc1nc(-c2ccc(F)cc2)cs1,.,0,-14,1%,-1%,4%,-3,-3%,1,2%
COc1ccc(Cl)cc1NS(=O)(=O)c1cccc(C(=O)NCC2(N(C)C)CCCCC2)c1,2%,.,-5,-2%,-2%,-1%,33,?,-4,2%
Cc1nn(-c2ccccc2)c(Cl)c1/C=C/C(=O)c1ccc(O)cc1,0%,7,-6,7%,1%,-6%,8,?,3,-5%[46.1 µM]
CCCCCn1c(NCc2ccco2)nc2ccccc21,2%,2,-2,18%,-8%,0%,11,22%,4,6%
O=C(Nc1ccccc1N1CCOCC1)C1CCN(S(=O)(=O)c2ccc(Cl)cc2)CC1,-1%,1,5,0%,-2%,0%,-5,-2%,-25,9%
Cc1noc(/C=C/c2ccc(-c3ccccc3Cl)o2)c1[N+](=O)[O-],-3%,2,5,10%,?,-2%,-7,1%,-10,-6%
FC(F)(F)c1cc(Cl)c2nnc(C(F)(F)Cl)n2c1,-3%,2,4,4%,-2%,-1%,.,2%,3,12%
Cc1cccc(CCNC(=O)C2CCCN(c3ncnc4c3nc3n4CCCCC3)C2)c1 (stereo not drawn),-3%,-1,-17,3%,24%,-2%,0,4%,-1,-6%
C/C(=N\NC(=S)Nc1cc(S(=O)(=O)N2CCOCC2)ccc1Cl)c1ccccc1F,1%,0,-2,-1%,0%,0%,-4,?,0,0%[46.1 µM]
CCOC(=O)C1(Cc2cccc(OC)c2)CCCN(S(=O)(=O)c2cccnc2)C1 (stereo not drawn),9%,-1,1,0%,-2%,-2%,3,-15%,-4,5%
Cc1ccc(S(=O)(=O)N(C)C)cc1NC(=S)N(C)C1CCN(C)CC1,5%,-2,8,2%,-3%,-4%,7,-2%,21,4%
CC1CC(C)CN(S(=O)(=O)c2ccc(C(=O)N(C)Cc3ccccc3)cc2)C1 (stereo not drawn),.,.,-14,0%,.,1%,0,-1%,19,.
